BAZ2B block – qHTS Assay for Inhibitors of BAZ2B; Bromodomain adjacent to zinc finger domain protein 2B (Homo sapiens), Q9UIF8; AlphaScreen BAZ2B-H3K14Ac peptide displacement; Potency, µM (titrated, usually from 114 µM), inactives show top-dose activity change, negative = inhibition, usual class: inhibitors; actives 4.4% (n = 360,000); AID 504333, 2011; also: % is scaled to controls: 0 for no effect and ±100 for the full control effect; nearly all actives have a fitted effect of over 60% in size
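Complex of BAZ2B and biotin-H3K14Ac (50 nM apiece) forms over 30 min at RT, then faces library compounds up to 110 uM for another 30 min; AlphaScreen beads added, 20 min dark incubation, luminescence read.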
Pol iota inh – qHTS for Inhibitors of Polymerase Iota; Pol iota fluorescent replication assay, 10 min; Potency, µM (titrated, usually from 115 µM), inactives show at the highest dose activity, negative = inhibition, actives largely listed as inhibitors; actives 1% (n = 390,000)
Target sequence (Q9UNA4 whole entry, looked up): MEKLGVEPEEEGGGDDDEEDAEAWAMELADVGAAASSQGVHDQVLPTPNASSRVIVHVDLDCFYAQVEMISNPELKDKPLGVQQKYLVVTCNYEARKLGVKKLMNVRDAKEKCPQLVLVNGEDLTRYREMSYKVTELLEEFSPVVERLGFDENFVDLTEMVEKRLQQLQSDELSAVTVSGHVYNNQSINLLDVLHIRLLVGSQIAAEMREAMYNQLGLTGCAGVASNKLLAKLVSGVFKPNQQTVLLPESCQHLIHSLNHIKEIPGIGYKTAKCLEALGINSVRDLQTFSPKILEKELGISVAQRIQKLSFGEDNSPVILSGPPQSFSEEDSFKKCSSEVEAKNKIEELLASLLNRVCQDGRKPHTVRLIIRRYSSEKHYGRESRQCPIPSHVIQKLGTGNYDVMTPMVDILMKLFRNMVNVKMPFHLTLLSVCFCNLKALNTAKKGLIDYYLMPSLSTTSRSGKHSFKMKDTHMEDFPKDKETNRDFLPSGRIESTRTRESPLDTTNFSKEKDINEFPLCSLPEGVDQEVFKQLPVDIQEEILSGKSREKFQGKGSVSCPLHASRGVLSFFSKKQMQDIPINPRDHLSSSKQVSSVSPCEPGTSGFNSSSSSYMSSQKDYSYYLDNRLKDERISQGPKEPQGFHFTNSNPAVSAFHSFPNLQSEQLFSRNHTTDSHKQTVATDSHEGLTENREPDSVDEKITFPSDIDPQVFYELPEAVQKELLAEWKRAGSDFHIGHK
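Fluorescent replication assay read twice, at 0 min and 10 min after adding 50 nM (final) substrate. Enzyme (10 nM) and compounds were first incubated 15 min at room temperature; enzyme-free buffer wells were negative controls.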
Anesthetic bind – qHTS Assay for Identification of Novel General Anesthetics. AID 485281, 2010. Potency, µM (series often up to 77.5 µM), for the others: top-dose activity change, negative = displacement, actives largely listed as inhibitors. apoferritin/1-aminoanthracene competitive binding, fluorescence. actives 0.074% (n = 350,000). Ferritin light chain (Equus caballus), P02791; also: % is scaled to controls: 0 for no effect and ±100 for the full control effect; nearly all actives have a fitted effect of over 20% in size
Target sequence (P02791 2-175 limits assumed): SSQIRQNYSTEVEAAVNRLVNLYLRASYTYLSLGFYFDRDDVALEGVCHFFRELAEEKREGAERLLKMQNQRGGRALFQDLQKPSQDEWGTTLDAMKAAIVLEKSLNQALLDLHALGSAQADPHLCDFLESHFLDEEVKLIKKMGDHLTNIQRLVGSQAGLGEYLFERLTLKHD
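In PBS, apoferritin at 10 uM is loaded with 1-AMA from a 50% saturated solution. After 10 min of compound exposure at ambient temperature, reduced 535 nm fluorescence indicates probe displacement.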
Pol beta inh – qHTS Assay for Inhibitors of DNA Polymerase Beta; P06746; Pol beta primer extension/strand displacement, fluorescence kinetic; Potency, µM (titrated, usually from 114 µM), for inactives: at the highest dose activity change, negative = inhibition, actives largely listed as inhibitors; actives 1.3% (n = 340,000); AID 485314, 2010; also: % is scaled to controls: 0 for no effect and ±100 for the full control effect
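Values derive from four-parameter Hill fits of normalized kinetic data: reads at 0 and 10 min following addition of 50 nM substrate to 10 nM Pol beta preincubated 15 min with compound.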
POLK inh – qHTS for Inhibitors of Polymerase Kappa; actives 0.53% (n = 400,000); Potency, µM (series often up to 107 µM), for inactives: at the top dose activity, negative = inhibition, actives largely listed as inhibitors; AID 588579, 2011; DNA polymerase kappa (Homo sapiens), Q9UBT6; purified Pol kappa, fluorescent DNA synthesis assay, 10 min; also: % is scaled to controls: 0 for no effect and ±100 for the full control effect
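Readout: fluorescence, taken kinetically at 0 and 10 min. Conditions: 10 nM Pol kappa, 15 min RT compound preincubation, 50 nM substrate final. Controls: enzyme-free buffer wells.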
G9a inh – qHTS Assay for Inhibitors of Histone Lysine Methyltransferase G9a. G9a H3K9 monomethylation, AlphaScreen, 2 h. actives 8.8% (n = 350,000). Potency, µM (highest dose often 102 µM), inactives show top-dose activity, negative = inhibition, most hits filed as inhibitors. Histone-lysine N-methyltransferase EHMT2 (Homo sapiens), Q96KQ7. AID 504332, 2011; also: % is scaled to controls: 0 for no effect and ±100 for the full control effect; nearly all actives have a fitted effect of over 75% in size
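Quantitative HTS format: methyltransferase activity on a biotin-tagged H3K9 peptide is measured by AlphaScreen, using a rabbit anti-monomethyl-H3K9 antibody with streptavidin donor and anti-IgG acceptor beads. Final levels are 20 nM enzyme, 500 nM peptide, 20 uM SAM; 2 h RT.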
Pol eta inh – qHTS for Inhibitors of Polymerase Eta. DNA polymerase eta (Homo sapiens), Q9Y253. recombinant Pol eta, fluorescent DNA replication assay. Potency, µM (titrated, usually from 114 µM), for the others: top-dose activity change, negative = inhibition, actives largely listed as inhibitors. actives 1.2% (n = 390,000); also: % is scaled to controls: 0 for no effect and ±100 for the full control effect
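Pol eta at 10 nM preincubated with compounds 15 min at room temperature; reaction started with fluorescent substrate (50 nM final) and read kinetically at 0 and 10 min.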
APE1 inh – qHTS Assay for Inhibitors of the Human Apurinic/apyrimidinic Endonuclease 1 (APE1); recombinant APE1, TAMRA/BHQ-2 abasic DNA cleavage fluorescence; Potency, µM (titrated, usually from 65.8 µM), for the others: at the highest dose activity change, negative = inhibition, hits mostly inhibitors; actives 0.35% (n = 350,000); AID 2517, 2012;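 also: plate controls were vehicle for no effect and reference inhibitor for full effect; nearly all actives have a fitted effect of over 55% in size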
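APE1 at 0.75 nM final was preincubated with compound 15 min at room temperature, then 50 nM double-stranded THF abasic-site substrate (5'-TAMRA/3'-BHQ-2) was added. Fluorescence (ex 525/em 598 nm) was read kinetically; third-minus-first read gave activity.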
BLM inh – qHTS Assay for Inhibitors of Bloom's syndrome helicase (BLM); RecQ-like DNA helicase BLM (Homo sapiens), P54132; Potency, µM (highest dose often 56.1 µM), without a hit: at the top dose activity change, negative = inhibition, actives largely listed as inhibitors; actives 0.2% (n = 350,000); recombinant BLM DNA unwinding, fluorescence dequenching;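 also: plate controls were vehicle for no effect and no enzyme for full effect; nearly all actives have a fitted effect of over 35% in size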
The depositor's hits bear a star; ? = inconclusive; nt = no result given; [ ] = remark or other dose. Calls follow the shape of the dose curve; as a rule, active = well fitted curve in the direction sought with a large enough effect; inconclusive = small, poorly fitted or top-dose-only effect, or another doubt; inactive = no such curve, though single readings can be large; an effect the other way counts as inactive or inconclusive. Potency is read from the fitted curve at half-maximal effect.

SMILES	BAZ2B block	Pol iota inh	Anesthetic bind	Pol beta inh	POLK inh	G9a inh	Pol eta inh	APE1 inh	BLM inh
CN(c1ccc(C(=O)N2CCCCCC2)cc1)S(=O)(=O)c1ccc(Cl)cc1	-4%	2%	-19%	31%	-16%	2%[12.7 µM]	-17%	-2%	-5%
O=C(Nc1ccc(Cl)cc1Cl)C1=Cc2ccccc2OC1	6%	-2%	-12%	3%	-9%	10%	4%	2%	-4%
CCN(c1ccc(OC)cc1)S(=O)(=O)c1ccc(-c2ccc(=O)[nH]n2)o1	-3%	14%	?	8%	8%	?	-9%	33%	-2%
COc1ccc(S(=O)(=O)N(CC(=O)Nc2ccc(F)c(Cl)c2)c2ccc(C)cc2)cc1OC	1%	22%	-10%	-2%	-21%[60.1 µM]	5%[59 µM]	-18%	nt	-2%
COc1ccc(S(=O)(=O)NCC2CCCN(CC(C)(C)C)C2)cc1 (stereo unspecified)	-13%	156%[activator]	-18%	1%	-13%	nt	-3%	2%	3%
CC1CCCC(C)N1C(=O)COC(=O)Cc1ccc(F)cc1 (stereo unspecified)	4%	-3%	-18%	25%	2%	-1%	0%	28%	-2%
O=C(O)CN1C(=O)c2cccc3c(Br)ccc1c23	0%	7%	68%[activator]	100%	-8%	?	-18%	1%	2%
COc1ccc(Cc2nnc(N/N=C/c3ccccc3O)[nH]c2=O)cc1OC	6.3µM*	-9%	8%	-2%	0%	60%[activator][59 µM]	?	10%	6%
Cc1cc(NC(=O)c2ccc(S(=O)(=O)N(C)C)cc2)n(-c2ccccn2)n1	-1%	13%	-5%	40%	-4%	3%[0.0925 µM]	-7%	-1%	-3%
O=C(Nc1ccccc1F)c1cc(Cl)sc1Cl	41%[activator]	167%[activator]	-16%	42%	-4%	38%	-9%	-9%	-6%

Given field by field: entries from further up.
> CN(c1ccc(C(=O)N2CCCCCC2)cc1)S(=O)(=O)c1ccc(Cl)cc1
  BAZ2B block: -4%	Pol iota inh: 2%	Anesthetic bind: -19%	Pol beta inh: 31%	POLK inh: -16%	G9a inh: 2%[12.7 µM]	Pol eta inh: -17%	APE1 inh: -2%	BLM inh: -5%
> O=C(Nc1ccc(Cl)cc1Cl)C1=Cc2ccccc2OC1
  BAZ2B block: 6%	Pol iota inh: -2%	Anesthetic bind: -12%	Pol beta inh: 3%	POLK inh: -9%	G9a inh: 10%	Pol eta inh: 4%	APE1 inh: 2%	BLM inh: -4%

Remaining list, next part.
SMILES	BAZ2B block	Pol iota inh	Anesthetic bind	Pol beta inh	POLK inh	G9a inh	Pol eta inh	APE1 inh	BLM inh
CNC(=S)N(C1=NCC(c2ccc([N+](=O)[O-])cc2)S1)c1ccccc1 (stereo unspecified)	?	32%[activator]	-5%	-3%	-1%	35µM*	-18%	67%[activator]	-7%
C/C(=N\NC(=O)c1ccc(Cn2cc(Br)cn2)o1)c1cccc(NC(=O)C(C)C)c1	1%	164%[activator]	2%	2%	-13%	-14%[59 µM]	-15%	-3%	2%
COc1ccc(S(=O)(=O)N2CCCC2)cc1OC	-5%	-15%	-7%	24%	-19%	18%	-11%	-7%	-2%
Cc1cccc(NC(=O)CCNS(=O)(=O)c2cc(Br)cnc2N)c1C	-12%	-4%	-6%	14%	-11%	?	11%	36%	-6%
CCc1nnc(SCc2cc(C)ccc2C)c2cc3sc(C)cc3n12	2%	10%	-15%	7%	-4%	10µM*	-8%	nt	-10%
CCN(CC(=O)NCc1cccs1)C(=O)c1ccc(NS(=O)(=O)c2ccc(F)cc2)cc1	-1%	24%	nt	nt	-1%	-29%	-8%	52%[activator]	nt
COC(=O)Nc1ccc2c(c1)ncn2C1CCCCC1	-23%	2%	-13%	5%	-12%	-19%	5%	-2%	1%
O=C(Nc1ccc2[nH]c(=O)[nH]c2c1)C(F)(F)F	-12%	32%[activator]	-1%	-24%	9%	-32%	0%	0%	-7%
CCC(Sc1ncc(S(=O)(=O)c2ccc(Cl)cc2)c(=O)[nH]1)C(=O)Nc1ccc(OC)cc1 (stereo unspecified)	-1%	-18%	5%	-2%	-13%	-2%[59 µM]	1%	nt	-3%
O=C(CN1C(=O)CCc2cc(S(=O)(=O)N3CCOCC3)ccc21)NCc1ccc(F)cc1	-3%	22%	51%[activator]	80%	-8%[60.1 µM]	24%[59 µM]	-9%	nt	2%
CCN(c1ccccc1)S(=O)(=O)c1ccc(N2CCN(c3ccccc3O)CC2)nc1	-38%	-23%	nt	nt	-1%	?	0%	7%	nt
Cn1nc(-c2ccc(Cl)cc2)c2cc(C(=O)N3CCN(C(=O)c4ccco4)CC3)sc21	2%	9%	3%	25%	-1%	?	-13%	-3%	-3%
CCOc1cc(NC(=O)c2ccco2)c(OCC)cc1NC(=O)CCC(=O)NCc1cccnc1	-6%	13%	7%	-4%	-18%	-20%[12.7 µM]	-3%	0%	4%
CCOC(=O)C(C(=O)OCC)C(CC(=O)C1CC1)c1ccccc1 (stereo unspecified)	7%	18%	-11%	48%	-15%	6%	-20%	-1%	0%
CC(=O)[C@]1(O)Cc2c(O)c3c(c(O)c2[C@@H](O[C@H]2C[C@H](N)[C@H](O)[C@H](C)O2)C1)C(=O)c1ccccc1C3=O	nt	7.9µM*	nt	14µM*	27µM*	13µM*	14µM*	20µM*	-56%
Cc1cccc(NC(=O)CSc2nnc(CCC(=O)Nc3ccc(C)c(Cl)c3)n2C)c1	-24%	10%	-7%	5%	-9%	5%[59 µM]	-3%	-2%	-3%
Cc1cccc(OCCNC(=O)c2ccc(Oc3ccc(C(F)(F)F)cc3[N+](=O)[O-])cc2)c1	2%	-7%	?	-9%	-21%	-10%[59 µM]	-20%	-7%	-9%
C/C(=N\NC=O)c1ccncc1	-5%	3%	-1%	7%	-14%	27%	3%	-6%	0%
CCN1C(=O)/C(=C/N(C)c2ccccc2)OC1=S	31%	67%[activator]	1%	3%	-21%	-2%[59 µM]	-18%	20%	-5%
CC(NC(=O)Nc1ccc(Cl)c(Cl)c1)C(c1ccccc1)N1CCOCC1 (stereo unspecified)	-1%	7%	6%	1%	-11%[60.1 µM]	0%	-18%	3%	-3%
CCOC(=O)N/C(N)=N/c1nc2ccccc2s1	13%	17%	-23%	1%	-8%	-4%[2.33 µM]	1%	1%	-4%
O=C1CCC(CCC(=O)N2CCCC(C(=O)c3cccc(C(F)(F)F)c3)C2)=NN1 (stereo unspecified)	2%	12%	-9%	0%	9%	4%	-12%	0%	-2%
O=C(C[n+]1ccc(-c2nnc3n2CCC3)cc1)c1ccc(Cl)cc1	-10%	19%	5%	-9%	-7%	?	-4%	5%	-6%
COC(=O)c1cc(OC)nc(OC)c1	4%	22%	-10%	-11%	-2%	-3%	-9%	3%	0%
Cc1nc2cc(NS(=O)(=O)c3c(C)c(C)cc(C)c3C)ccc2s1	13%	13%	5%	-24%	-28%	11%[59 µM]	-8%	10%	-10%
Cc1cc(C(=O)NCc2ccccc2)no1	-3%	11%	?	10%	2%	9%[12.7 µM]	-12%	-4%	0%
O=C(O)c1cc(-c2ccccc2)nc2nc(N3CCCCC3)sc12	-17%	nt	75%[activator]	15%	nt	2%[12.7 µM]	nt	-1%	-7%
O=C(O)c1cc([N+](=O)[O-])cc2c1C=Cc1ccccc1O2	-24%	?	2%	56µM*	?	?	28µM*	-13%	-2%
O=C(CSc1ccc2nnc(-c3ccccn3)n2n1)Nc1ccc(F)cc1	1%	46%[activator]	-6%	7%	-3%	58%[activator]	-1%	-3%	-8%
Cc1ccc(C(=O)N/C(=C/C=C/c2ccccc2)C(=O)NCc2ccco2)cc1	-45%	-4%	-21%	?	-12%	4%	-1%	-10%	-4%
COc1ccc(S(=O)(=O)Nc2ccccc2)cc1OC	8%	15%	-10%	28%	2%	0%[59 µM]	-3%	-4%	4%
O=S(=O)(NC1CCSc2ccccc21)c1ccc(Cl)nc1 (stereo unspecified)	-3%	107%[activator]	-10%	14%	5%	?	-23%	41%	-5%
Cc1cc(C)c2cc(CN(Cc3nnnn3C3CCCCC3)CC3CCCO3)c(=O)[nH]c2c1 (stereo unspecified)	-9%	3%	-5%	-9%	-5%	-32%[12.7 µM]	-14%	19%	-3%
Cn1cnnc1SCCNS(=O)(=O)c1ccccc1	-3%	3%	-9%	14%	-10%	-13%[59 µM]	0%	5%	-15%
Cc1ccc(C(=O)OCC(=O)c2c[nH]c3ccccc23)cc1S(=O)(=O)N1CCOCC1	3%	?	nt	nt	-5%	?	-14%	-13%	nt
CC[C@]12c3[nH]c4cc(-c5ccco5)ccc4c3CCN1C(=O)[C@@H](CC(=O)NCc1ccc(OC)c(OC)c1)C[C@@H]2C(=O)N1CCN(C(=O)c2ccco2)CC1	nt	16%	nt	nt	6%	nt	-19%	2%	nt
Cc1cc(C)cc(NC(=O)N2CCCN(c3c(Cl)cncc3Cl)CC2)c1	-10%	33%[activator]	-4%	0%	0%	-29%	-10%	-2%	-7%
COc1cc(OC)cc(-c2nc(-c3ccccc3OC)no2)c1	46%[activator]	9%	9%	31%	-20%	-15%[59 µM]	5%	3%	-11%
O=C(Nc1nnc(-c2ccc3c(c2)CCCC3)o1)c1c(F)cccc1F	-1%	72%[activator]	-14%	-15%	-7%	?	0%	-5%	-7%
O=c1[nH]c(SCc2ccccc2)nc2[nH]ncc12	-14%	80%[activator]	?	1%	-9%	5%	-14%	-4%	3%
COn1c(=S)[nH]c2ccccc2c1=O	-9%	-9%[58.9 µM]	-6%	39%	-8%	?	-8%	?	1%

Screening data: PubChem BioAssay, National Center for Advancing Translational Sciences (NCATS)

Some of the compounds tested (hit frequency here may not be typical).
